EP2 mod = EP2 receptor (human) modulation; P43116; EP2-expressing cells, cAMP HTRF FRET, PGE2 co-stimulation; induction, % at 25 µM; 260,000 tested, 0.83% active;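 active = compounds whose cAMP rise, as percent of the full-agonist control response, exceeds 60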;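 note: rat C6 glioma line stably carrying human EP2 under a CMV promoter; the protocol text gives 20 µM as final concentration; 100% = response of wells given 1 µM PGE2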
Target sequence (P43116 whole entry, looked up): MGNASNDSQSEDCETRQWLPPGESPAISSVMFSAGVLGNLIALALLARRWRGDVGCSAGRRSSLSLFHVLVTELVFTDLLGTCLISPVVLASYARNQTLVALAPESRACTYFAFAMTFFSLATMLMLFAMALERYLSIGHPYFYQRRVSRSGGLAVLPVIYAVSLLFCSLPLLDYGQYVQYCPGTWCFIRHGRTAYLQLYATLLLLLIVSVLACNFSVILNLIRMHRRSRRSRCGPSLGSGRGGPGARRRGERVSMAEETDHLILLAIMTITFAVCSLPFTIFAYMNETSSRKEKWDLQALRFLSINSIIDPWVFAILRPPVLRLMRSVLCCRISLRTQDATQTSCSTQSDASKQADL
NPY1 pot ag = potentiates or activates human NPY-Y1 receptor; P25929; AID 1304; 220,000 tested, 0.37% active; NPY-Y1 expressing cells, potentiator/agonist activation; activation, % at 3.6 µM; in the data active = activation above about 33%, passing the limit was not always enough;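 note: cells stimulated with NPY at EC10 then isoproterenol at EC100; 0% = low agonist plus stimulus and 100% = saturating agonist plus stimulus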
eIF4E-4G inh = eIF4E/eIF4G interaction inhibition in translation initiation | P63073+Q04637 | TR-FRET eIF4E-eIF4GI(517-606) binding, 2 h | inhibition, % at 21.7 µM | 220,000 tested, 0.37% active | AID 782;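 active = inhibition above about 30%, limit read from the data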;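 note: 0% = full FRET control wells and 100% = background wells lacking eIF4GI fragment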
NPY Y1 blocker = NPY-Y1 (human) receptor antagonism | 200,000 tested, 1% active | AID 1040 | inhibition, % at 3.6 µM | HEK293-CNG Y1 cells, membrane potential fluorescence; NPY at EC95, then isoproterenol | P25929;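 active = inhibition above the campaign mean inhibition of all tested compounds plus 3 SD, cut at about 20% in these data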;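 note: 0% = DMSO wells given NPY plus isoproterenol and 100% = isoproterenol alone without NPY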
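Material: HEK293 cells co-expressing NPY Y1 receptor and cyclic-nucleotide gated channel. Timing: compound incubation 1 h at room temperature, readout 45 min post-stimulation. Signal: fluorescence, membrane potential probe.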
S1P4 ag = agonists of human S1P4 receptor; S1P4-expressing cell line, agonist reporter assay; O95977; activation, % at 4.98 µM; 220,000 tested, 0.35% active; in the data active = activation above about 11%;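 note: 0% = DMSO vehicle and 100% = reference agonist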
p97 ATPase inh = blocks human p97 ATPase activity; recombinant p97 ATPase, Kinase-Glo ATP luminescence, 3 h; inhibition, % at 8 µM; AID 1481; 220,000 tested, 0.42% active; in the data active = inhibition above about 15%;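 note: 0% = DMSO vehicle and 100% = wells lacking enzyme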
S1P4 antagonist = human S1P4 receptor antagonism; S1P4-expressing cells, antagonist mode, reporter read-out; inhibition, % at 4.98 µM; 220,000 tested, 0.26% active; O95977; in the data active = inhibition above about 29%;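 note: 0% = wells stimulated with agonist and 100% = vehicle wells without agonist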
PGE2 EP2 inh = blocks the human prostaglandin E2 receptor EP2 | C6 glioma cells expressing human EP2, cAMP TR-FRET; cells stimulated with saturating PGE2 | inhibition, % at 25 µM | 260,000 tested, 0.52% active | AID 1422;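 active = percent inhibition above 40 after rounding to a whole number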;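 note: rat C6 glioma host cells with rolipram phosphodiesterase inhibitor present; the protocol text gives 20 µM as final concentration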
NPY2 pot ag = potentiates or activates human NPY-Y2 receptor; P49146; cells expressing NPY-Y2, potentiator/agonist read-out; activation, % at 3.6 µM; 220,000 tested, 0.45% active; AID 1359; in the data active = activation above about 27%;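 note: cells stimulated with NPY near EC25 plus isoproterenol at EC100; 0% = vehicle plus submaximal agonist and 100% = vehicle plus saturating agonist; some results beyond the cut were filed as inactive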
Target sequence (P49146 whole entry, looked up): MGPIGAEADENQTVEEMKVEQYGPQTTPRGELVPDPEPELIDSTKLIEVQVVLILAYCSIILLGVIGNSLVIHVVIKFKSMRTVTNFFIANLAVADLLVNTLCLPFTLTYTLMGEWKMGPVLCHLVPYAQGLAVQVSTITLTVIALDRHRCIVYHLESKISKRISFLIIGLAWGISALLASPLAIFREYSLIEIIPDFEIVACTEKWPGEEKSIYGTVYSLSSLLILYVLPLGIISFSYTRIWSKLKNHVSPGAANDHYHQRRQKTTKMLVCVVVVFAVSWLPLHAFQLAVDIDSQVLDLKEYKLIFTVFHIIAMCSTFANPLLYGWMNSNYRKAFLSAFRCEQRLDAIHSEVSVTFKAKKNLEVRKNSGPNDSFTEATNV
* = called active by the depositor; x = not tested or not shown; & = joins results of further samples; [ ] = another dose, or the depositor's remark.

Value order – EP2 mod	NPY1 pot ag	eIF4E-4G inh	NPY Y1 blocker	S1P4 ag	p97 ATPase inh	S1P4 antagonist	PGE2 EP2 inh	NPY2 pot ag
CN(C)c1ccc(NC(=O)c2ccc(Cn3cc([N+](=O)[O-])cn3)cc2)cc1
→ -55.6	6.0	22.3	1.4	-0.3	5.2	-4.5	13.9	15.6
O=C(c1ccncc1)N(c1ccc2oc3c(c2c1)CCCC3)S(=O)(=O)c1cccc([N+](=O)[O-])c1
→ -3.8	-26.5	1.8	5.7	1.7	3.2	-19.3	3.6	1.1
C=CCNc1oc(COc2ccc(C)cc2)nc1C#N
→ 6.4	-14.9	6.8	10.2	-1.7	-6.9	5.7	9.1	-18.9
O=C(Nc1ccc(Cl)cc1C(=O)Nc1ccccn1)c1ccco1
→ 15.6&17.8	-24.3	-4.6	3.2	0.8	0.7	12.3	9.7&8.1	2.3
NC(=O)N/N=C/c1c(O)ccc2oc3c(c12)CCCC3
→ -27.1	1.2	0.0	x	-1.5	5.9	1.4	8.8	3.7
Cc1noc(COc2ccccc2OCc2onc(C)c2Cl)c1Cl
→ 45.8	-31.2	-3.2	8.8	1.1	0.2	-9.0	8.0	0.6
COc1ccccc1N1C(=O)C2C(c3ccccc3F)NN(C(=O)c3ccc(C)cc3)C2C1=O (configuration not stated)
→ 1.3	-6.7	3.4	-3.0	0.7	5.2	9.2	x	9.7
CN(Cc1ccco1)S(=O)(=O)c1ccc2c(c1)CCN2C(=O)CCC(=O)O
→ 33.2	-6.6	0.6	-7.6	0.8	3.7	5.7	2.7	7.7
COc1cccc(Nc2nc3ccccc3nc2-n2nc(C)cc2C)c1
→ 48.0	-24.4	-5.8	15.1	3.2	-12.8	-2.4	4.2	-2.0
Nc1cc(S(=O)(=O)Nc2cc(Cl)ccc2Cl)ccc1N1CCCC1
→ -49.4	23.5	1.9	x	0.1	-4.5	0.7	5.7	-9.9
O=C(CC(C(=O)O)C1CCCO1)Nc1cccc(C(F)(F)F)c1 (configuration not stated)
→ 14.4	-6.3	2.2	4.6	0.4	5.2	5.7	3.1	17.9
COc1ccc(-n2nc3c(c2NC(=O)c2ccc(S(=O)(=O)N4CCOCC4)cc2)CS(=O)C3)cc1 (configuration not stated)
→ 11.2	7.8	3.8	-3.3	-1.3	1.2	-14.4	5.2	6.2
CSc1nnc(Cc2cc(=O)[nH]c(=O)[nH]2)n1-c1cc(C)ccc1C
→ 23.2	-3.0	-7.5	-3.3	2.9	6.8	-10.1	5.0	1.2
COc1ccc(-c2csc(C3=C(O)CN(Cc4ccc(Cl)cc4)C3=N)n2)cc1OC
→ -47.9	-20.0	-13.4[fluorescence artefact?]	-0.1	-3.8	-3.4	-16.7	5.6	-8.8
CCCNC(=O)c1nnsc1Sc1ccc(Cl)cc1
→ 45.7	5.8	-2.5	1.0	-1.2	0.1	10.3	4.7	1.6
COc1ccccc1NC(=O)/C(=C\c1cccs1)NC(=O)c1ccco1
→ 3.5	7.0	4.8	x	1.8	3.9	-2.8	9.4	-26.8
COc1c(Cl)cc(Cl)cc1CNCCO
→ 8.4	-10.6	0.4	5.4	0.3	-2.0	-18.4	10.1	-3.9
CCS(=O)(=O)CCSc1nc2c(cc1C#N)CCCC2
→ 0.5	-11.3	4.2	7.1	-3.7	-6.7	-6.7	7.5	0.0
CCOc1ccc(C(=O)Nc2ccccc2-c2ccccc2)cc1Cl
→ 10.9	-49.2	3.2	13.9	-1.0	-4.4	-2.8	7.8	-11.9
COc1cc(/C=C/C(=O)O)cc(S(=O)(=O)NCCCC(=O)O)c1OC
→ 31.7	2.8	-0.7	8.5	-1.0	6.2	-11.4	5.8	17.9

The listing continues:
Value order – EP2 mod	NPY1 pot ag	eIF4E-4G inh	NPY Y1 blocker	S1P4 ag	p97 ATPase inh	S1P4 antagonist	PGE2 EP2 inh	NPY2 pot ag
CCC1=NN(C(=O)c2cccc(Br)c2)C(O)(c2ccc(Br)cc2)C1 (configuration not stated)
→ -5.8	-33.8	-7.2	5.5	0.6	0.2	-6.9	5.9	-0.4
COc1cccc(C(=O)NC2CCN(C(=O)N3CCCCC3)CC2)c1
→ -28.1&-17.5	-1.9	-9.7	1.6	0.6	-1.1	-12.8	9.7&10.5	-1.0
Nc1nc(Cl)cc(NCCc2ccccc2)n1
→ -50.8	7.2	-5.3	-2.0	-0.3	5.1	-5.5	7.8	4.0
C[C@H](NS(=O)(=O)c1ccccc1)C(=O)OCC(=O)NC(=O)Nc1ccc2c(c1)OCCO2
→ 10.2	10.7	-1.6	1.5	0.5	3.5	-9.1	6.4	6.2
CC1(C)CNc2cc(N)ccc2S1
→ 1.6	1.4	4.7	-1.1	0.3	0.5	-14.4	5.2	12.4
CCOC(=O)N1CCN(c2c(-c3ccccc3)c3cc(Cl)ccc3[nH]c2=O)CC1
→ 29.6	2.4	13.6[fluorescence artefact?]	-0.4	2.2	1.3	-3.1	x	-4.0
CCOC(=O)C1CCCN(C2CCN(Cc3nc(-c4ccccc4)no3)CC2)C1 (configuration not stated)
→ 11.9	-5.1	0.0	-0.6	1.6	-0.8	-3.0	6.2	-9.5
Cc1ccc(N2C(=O)CC(Sc3ncn[nH]3)C2=O)cc1 (configuration not stated)
→ 0.0	30.2	4.3[fluorescence artefact?]	-6.5	-0.2	5.5	-1.8	5.6	-2.4
COC(=O)C1=C(C)OC(N)=C(C#N)C1c1cc(C)sc1C (configuration not stated)
→ 6.0&19.9	-10.1	2.2	3.0	2.3	-3.7	-13.8	9.6&12.5	3.1
CCCNC(=O)c1ccc2c(c1)ncn2-c1ccccc1OC
→ -26.9	3.5	2.1[fluorescence artefact?]	3.7	1.9	4.0	-1.4	5.9	-10.2
O=C(/C=C/c1ccc(O)cc1)OCc1occc(=O)c1O[C@@H]1OC(CO)[C@@H](O)[C@H](O)[C@@H]1O (some centres not stated)
→ 3.9	-7.7	0.4[fluorescence artefact?]	-3.0	0.9	0.5	-0.2	0.3	-2.3
Cc1cc(C2C(C#N)=C(N)Oc3n[nH]c(C)c32)c(C)s1 (configuration not stated)
→ -58.4	17.5	1.0	-6.0	0.8	3.5	-2.7	21.2	7.2
O=C(COC(=O)c1ccccc1NS(=O)(=O)c1cccs1)NCC12CC3CC(CC(C3)C1)C2
→ -64.7	-1.2	5.7[fluorescence artefact?]	1.7	0.7	0.4	-18.6	5.1	-2.6
Cc1cccc(C)c1NC(=S)N=Nc1c(O)n(C)c2ccc(S(=O)(=O)N3CCOCC3)cc12
→ 43.1	12.2	4.4	-1.8	0.5	5.5	11.9	10.0	0.3
CCc1ccccc1Nc1nc2ccccc2n1C
→ -30.4	-21.9	0.3	7.2	2.3	-0.6	14.4	14.3	-3.3
Cc1cccc(-n2nc(C)cc2N)c1
→ -36.2	-8.6	0.9	1.8	-0.7	0.4	-3.4	11.7	7.7
CN(c1ccccc1)S(=O)(=O)c1cc(C(=O)OCC(N)=O)ccc1Cl
→ -15.3	17.8	1.9	3.9	-3.6	7.0	-12.8	11.1	2.7
CS(=O)(=O)N(CC(=O)N1CCN(Cc2ccc3c(c2)OCO3)CC1)c1ccc2c(c1)OCO2
→ 16.6	-12.2	1.3	-0.9	0.6	-5.7	-22.6	-0.6	-7.1
COc1cccc(-n2c(SCC(N)=O)nc3c([nH]c4ccccc43)c2=O)c1
→ 30.1	-12.0	x	9.2	1.6	4.2	-31.8	x	-24.4
COc1cccc(NC(=O)CSc2nncn2-c2ccccn2)c1
→ -23.5&-21.5	-15.8	-1.9	-0.2	0.4	5.4	-0.2	7.6&9.3	3.3

Single entries from above:
Under NPY2 pot ag, CC1(C)CNc2cc(N)ccc2S1 is entered as 12.4
Under NPY Y1 blocker, CCOC(=O)N1CCN(c2c(-c3ccccc3)c3cc(Cl)ccc3[nH]c2=O)CC1 is entered as -0.4
Under p97 ATPase inh, CS(=O)(=O)N(CC(=O)N1CCN(Cc2ccc3c(c2)OCO3)CC1)c1ccc2c(c1)OCO2 is entered as -5.7

Later entries
Value order – EP2 mod	NPY1 pot ag	eIF4E-4G inh	NPY Y1 blocker	S1P4 ag	p97 ATPase inh	S1P4 antagonist	PGE2 EP2 inh	NPY2 pot ag
CCOC(=O)N1CCN(C(=O)c2cc(COc3ccc4ncccc4c3)on2)CC1
→ -58.8	-1.4	0.7	-3.6	2.7	-1.2	-17.6	9.4	17.2
CCOC(=O)CSCc1nc(-c2ccc(Cl)cc2)oc1C
→ -11.9	-19.2	1.8	2.6	1.1	1.8	-11.7	7.7	-1.4
Cc1ccc(S(=O)(=O)C2(C(=O)Nc3ccc(Br)cc3)CC2)cc1
→ -69.6	4.8	-3.1	2.5	0.3	-0.1	12.6	5.4	16.0
CC(C)N(Cc1nc(-c2ccc(Cl)cc2)no1)C(=O)/C=C/c1ccccc1
→ 1.7	-16.3	12.1	4.8	0.7	-0.6	-3.2	5.1	1.2
COc1ccc(N2C(=O)CS/C2=C\[N+](=O)[O-])cc1
→ -1.2	-7.4	-8.4	-1.2	0.6	-3.6	-11.6	6.5	2.3
CC1(C)C2([N+](=O)[O-])CN3CC1([N+](=O)[O-])CN(C2)C31CCCC1
→ 18.1	-2.7	-9.8	2.1	0.8	5.1	-1.2	6.8	-0.6
O=C(OCC(=O)N1CCc2ccccc21)c1ccc(Cl)nc1
→ -1.6	9.2	7.4	2.0	-1.5	2.1	0.9	4.5	-25.0
CC(C)N(C(=S)Nc1cccc(S(=O)(=O)N(C)C)c1)c1ccccc1
→ -27.7	3.0	0.4	x	0.3	6.1	5.6	9.8	-16.0
Cn1nnnc1SCC(=O)NCCc1ccc(Cl)cc1
→ -3.2	-8.9	-2.2[fluorescence artefact?]	6.5	2.4	1.9	-7.2	-3.4	4.2
C/C(=N\NC(=O)c1ccc2c(c1)OCO2)c1ccco1
→ -22.6	8.2	-0.4	3.8	-1.3	-8.0	-5.0	1.4	-13.7
Cc1nnc(N/N=C/c2cc([N+](=O)[O-])c(N3CCC(C)CC3)cc2N2CCC(C)CC2)n1N
→ -1.5	-2.2	3.2[fluorescence artefact?]	1.9	-5.8	1.2	-6.3	11.1	8.7
CCCN(CCC)S(=O)(=O)c1ccc(NC(=O)COc2ccccc2)cc1
→ -43.5	1.2	-8.0	2.1	-4.9	-3.8	11.3	4.6	-5.5
Cc1ccc2nc(SCC(=O)Nc3cc([N+](=O)[O-])ccc3F)[nH]c2c1
→ 1.4	-8.6	-0.6	10.0	-0.1	3.9	-14.6	7.6	-6.4
COc1ccc(-c2cc(OC)c3c(C)oc(C)c3c(=O)c2)cc1OC
→ -0.8	-10.0	17.7[fluorescence artefact?]	2.8	-0.5	7.1	-23.4	-1.8	3.1
O=C1CSC(c2ccncc2)N1Cc1ccc(F)cc1 (configuration not stated)
→ 2.1	6.2	-2.7	x	1.8	5.7	-3.0	5.5	9.5
CCN=C1SC(CC(=O)NC2CCCCC2)C(=O)N1CC (configuration not stated)
→ 5.4	3.0	-10.7	-5.2	-0.1	2.8	-19.8	3.6	10.9
Cc1ccc(C)c(NC(=S)N(C)CCc2ccccn2)c1
→ 10.1	16.2	9.8	0.5	1.1	3.9	-22.8	3.6	2.9
CN(C)CCN(Cc1ccc(Cl)cc1)c1ccccn1
→ -4.5	-9.9	3.9	8.0	-0.2	4.8	4.0	10.5	2.7
O=C(COC(=O)c1ccc2[nH]c3c(c2c1)CCCC3)Nc1ccccc1Cl
→ 10.9	0.2	1.0	5.4	0.0	0.1	-12.9	7.1	9.7

Just EP2 mod, for 2 of the compounds above:
structure,EP2 mod
COc1ccc(-c2cc(OC)c3c(C)oc(C)c3c(=O)c2)cc1OC,-0.8
O=C1CSC(c2ccncc2)N1Cc1ccc(F)cc1 (configuration not stated),2.1

Screens as filed in PubChem BioAssay.

Not all compounds are listed; rates above refer to the full screens.
